Assay outcomes (PubChem)
aSyn yeast rescue – inhibitors of alpha-synuclein toxicity in yeast. S. cerevisiae alpha-synuclein toxicity rescue, BacTiter-Glo growth, 24 h. Potency, µM (doses to about 46.1 µM), for the others: top-dose growth rescue (activation), hits mostly activators. hit rate 0.02% among 94,000. AID 1347070; active = well fitted activation curve with a large enough effect; inconclusive = small, poorly fitted or top-dose-only effect; note: 0% is about no effect
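Growth restoration measured by BacTiter-Glo luminescence after 24 hr at 30 deg C; alpha-synuclein yeast, raffinose-pregrown to mid-log, were added at OD600=0.02 in galactose medium onto pinned compounds.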
The depositor's hits bear a star; ? = inconclusive; & = joins results of further samples; [ ] = remark or other dose. Potency is the fitted concentration of half-maximal effect. These rows are one share of the data, so the mix of outcomes need not match the whole.

canonical_smiles,aSyn yeast rescue
Cc1ccc(NC(=O)Cn2c(=O)n(CCC(=O)NCCc3ccccc3)c(=O)c3ccccc32)cc1,-2%
COc1ccc(S(=O)(=O)N2CCc3ccccc32)cc1C(=O)OCC(=O)c1c(N)n(C)c(=O)n(C)c1=O,6%
CCOC(=O)CC(=O)CSc1nccc(-c2cccnc2)n1,-2%
O=C(OCC(=O)N1CCCCCC1)c1cc(S(=O)(=O)N2CCOCC2)ccc1F,1%
CCc1ccccc1NC(=O)CCn1cccn1,-7%
O=C(Nc1ccc(F)c([N+](=O)[O-])c1)C1CCCO1 (configuration not stated),10%
O=C(Oc1ccc(F)c(F)c1)c1ccc2c(=O)n3c(nc2c1)CCC3,-10%
COc1ccc(CCNC(=O)CSc2cn(CCNC(=O)c3cccc(C(F)(F)F)c3)c3ccccc23)cc1OC,2%
CCOC(=O)N1CCc2c(sc(NCc3sccc3C)c2C(=O)Nc2ccccc2OCC)C1,1%
Cc1ccc(-c2nc(S(=O)(=O)c3ccc(C)cc3)c(N3CCCCCC3)o2)cc1,4%
COc1cccc(C2=CC(=O)CC(C)(C)C2=O)c1,5%
Nc1ccc(C(=O)Oc2ccc([N+](=O)[O-])cc2)cc1,1%

The list goes on; it opens with the three that closed the last part.
canonical_smiles,aSyn yeast rescue
Cc1ccc(-c2nc(S(=O)(=O)c3ccc(C)cc3)c(N3CCCCCC3)o2)cc1,4%
COc1cccc(C2=CC(=O)CC(C)(C)C2=O)c1,5%
Nc1ccc(C(=O)Oc2ccc([N+](=O)[O-])cc2)cc1,1%
COc1ccccc1/C=C/C(=O)NCC(=O)n1nc(C)cc1C,-3%
O=C(NCC(c1cccs1)N1CCOCC1)c1cccc([N+](=O)[O-])c1 (configuration not stated),-8%
CCOC(=O)c1cc(-c2ccccc2)sc1NC(=O)c1ccc(OC)c(OC)c1,-5%
COc1ccccc1N1CCN(C(=O)c2cc3c(s2)-c2ccccc2OC3)CC1,0%&14%
CCN1C/C(=C/c2cccs2)c2nc3ccccc3c(C(=O)O)c2C1,5%
CCN(C(=O)CN1C(=O)NC2(CCCC2)C1=O)c1nc2c(C)cccc2s1,12%
O=C(NCc1cccc(Cl)c1)c1ccc(CS(=O)Cc2ccccc2Cl)o1 (configuration not stated),7%
Cn1c(=O)[nH]c2cc(-c3noc(-c4ccc(F)cc4)n3)ccc21,5%
COC(=O)c1ccc(NC(=O)CCc2c(C)nc3c(c(C)nn3-c3ccc(C)cc3)c2C)cc1,-7%
O=C(C(=O)N1CCCC1)c1c(-c2ccccc2)[nH]c2ccccc12,-1%
Cc1ccc(S(=O)(=O)N2CCCCC2)cc1C(=O)NCc1ccccn1,1%
COc1ccccc1CCNC(=O)Cn1ccc2cc(S(=O)(=O)N3CCCCCC3)ccc21,3%

5 structures from above, ordered by formula weight, ascending.
canonical_smiles,aSyn yeast rescue
Cn1c(=O)[nH]c2cc(-c3noc(-c4ccc(F)cc4)n3)ccc21,5%
CCN(C(=O)CN1C(=O)NC2(CCCC2)C1=O)c1nc2c(C)cccc2s1,12%
COc1ccccc1N1CCN(C(=O)c2cc3c(s2)-c2ccccc2OC3)CC1,0%&14%
CCOC(=O)c1cc(-c2ccccc2)sc1NC(=O)c1ccc(OC)c(OC)c1,-5%
O=C(NCc1cccc(Cl)c1)c1ccc(CS(=O)Cc2ccccc2Cl)o1 (configuration not stated),7%

New compounds follow:
canonical_smiles,aSyn yeast rescue
Cc1cccc(OCC(=O)Nc2nnc(S(=O)(=O)N3CCCCC3)s2)c1,5%
CCOc1ccc(NC(=O)Cn2c(=O)cc(C)c3c(C)nn(C)c32)cc1,4%
COc1cccc(/C=C/c2onc(C)c2S(=O)(=O)N2CCC(C(=O)N3CCCCC3)CC2)c1,-12%
COc1ccc(S(=O)(=O)NCCS(=O)(=O)N2CCN(c3ccccc3)CC2)cc1,6%
Cc1ccc(-n2ncc3c(Nc4cccc(Cl)c4)ncnc32)c(C)c1,-12%
COc1ccc2[nH]c(=O)c(CN(C(=O)c3cccnc3)c3ccccc3C)cc2c1,4%
Cc1ccc(CN2C(=O)c3ccccc3C2C(=O)NC2CCCCCC2)cc1 (configuration not stated),-3%
CN=c1scc(-c2ccco2)n1/N=C/c1ccc(O)c(O)c1,8%
CCOc1ccccc1NCN1C(=O)c2ccccc2C1=O,-2%
CC(=O)Nc1ccc(S(=O)(=O)Nc2nc(C)nc3sc4c(c23)CCC4)cc1,-9%
COc1ccc(N(CC(=O)N2CCCC(C)C2)S(=O)(=O)c2c(C)nn(C)c2C)cc1 (configuration not stated),8%
Cc1ccc(C)c(NC(=S)N2CCC(C(=O)c3ccc(F)cc3)CC2)c1,10%

canonical_smiles,aSyn yeast rescue
O=C(Nc1ccc(F)cc1)c1oc2ccccc2c1NC(=O)C12CC3CC(CC(C3)C1)C2,2%
NC(=O)c1cc(S(=O)(=O)NCC2CCC(C(=O)Nc3cccc(Cl)c3)CC2)cs1 (configuration not stated),-7%
COc1ccc2c(c1)c(N1CCCC1=O)c(C(=O)Nc1ccc(OC)c(Cl)c1)n2C,-6%
O=C(COCc1cc(-c2cccs2)on1)Nc1cc(Cl)ccc1O,-5%
CCOC(=O)c1c(C)[nH]c(C)c1C(=O)COC(=O)c1cc(OC)cc(OC)c1,-13%
Cc1cc(OCC(=O)c2cccc(C(F)(F)F)c2)n2cnnc2n1,8%
CCN(CC(=O)NCc1cccs1)C(=O)/C=C/c1cccc(OC)c1OC,8%
CCC1CCCCN1S(=O)(=O)c1ccc(NC(=O)c2nc(SC)ncc2Cl)cc1 (configuration not stated),7%
CCOC(=O)N1CCC(NC(=O)C2=C(C)C(=O)OC23CCC(C)CC3)CC1 (configuration not stated),-3%
CCOc1ccc2oc(=O)cc(CN3CCN(c4ccccc4OC)CC3)c2c1,12%
CC(=NO)C1(C)CC=CCC1CO (configuration not stated),-14%
CCc1c(SCCC(=O)O)nc2ccccc2c1C,-4%

Among those listed so far, these have an aryl thioether with sulfur outside any ring:
canonical_smiles,aSyn yeast rescue
CCOC(=O)CC(=O)CSc1nccc(-c2cccnc2)n1,-2%
COc1ccc(CCNC(=O)CSc2cn(CCNC(=O)c3cccc(C(F)(F)F)c3)c3ccccc23)cc1OC,2%
CCC1CCCCN1S(=O)(=O)c1ccc(NC(=O)c2nc(SC)ncc2Cl)cc1 (configuration not stated),7%
CCc1c(SCCC(=O)O)nc2ccccc2c1C,-4%

(cont.)
compound | aSyn yeast rescue
C=CCSC1=N/C(=C\c2ccc(C(=O)O)cc2)C(=O)S1 | 10%
Cc1ccc(-c2nc3scc(CCNS(=O)(=O)c4ccc(C)c(C)c4)n3n2)cc1 | 6%
Cc1ccc(CNC(=O)Cn2c3ncccc3c(=O)n2-c2ccc(C)cc2)cc1 | -6%
COc1ccc(-c2noc(CSc3nnc(-c4ccncc4)n3-c3ccccc3)n2)cc1 | 8%
CN(c1ccc(F)cc1)S(=O)(=O)c1ccc(Cl)c(C(=O)Nc2ccncc2)c1 | 3%
CC(C)(C)C1CCc2oc3ccc(NS(=O)(=O)c4cc(Cl)ccc4Cl)cc3c2C1 (configuration not stated) | 1%
Cc1c(NC(=O)c2ccco2)cccc1-c1nc2cccnc2s1 | -5%
CCOc1ccc(NC(=O)CSc2nnc(Cn3c(=O)sc4ccccc43)n2C)cc1 | 3%
CN1C(=O)c2ccccc2Sc2ccc(NC(=O)N3CCN(c4ccccc4)CC3)cc21 | 6%
CC(=O)Nc1ccc(Nc2c(CCC(C)C)c(C)c(C#N)c3nc4ccccc4n23)cc1 | -5%
Cc1ccc(CNC(=O)c2ccc(CS(=O)(=O)Cc3ccc(F)cc3)o2)cc1 | -3%
COc1ccc(S(=O)(=O)NCCc2sc(-c3cccnc3)nc2C)cc1OC | -5%
O=C(NCc1ccc(F)cc1)C(c1ccco1)N(C(=O)c1csnn1)c1ccccc1 (configuration not stated) | 9%
COc1cc(/C=C/C(=O)OCC(=O)N2CCc3ccccc32)cc(OC)c1OC | -2%
Cc1nc(SCc2ccccc2)c2oc3ccccc3c2n1 | -2%
Cc1ccc2c(c1)c1c(c(=O)n(-c3cccc(Cl)c3)c(=O)n1CC(=O)NCC1CCCO1)n2C (configuration not stated) | 3%
COc1ccccc1CNC(=O)CCc1c(C)c2cc3c(C)coc3cc2oc1=O | -4%
Cc1ccc2c(c1)-c1c(cnn1CC(=O)N1CCN(c3cccc(C(F)(F)F)c3)CC1)CO2 | 8%
COc1ccc(OCC(=O)Nc2ccc(-c3nc4cc(Cl)ccc4o3)cc2)cc1 | -2%
NCCc1nc2cccnc2n1-c1ccccc1 | -4%
COc1ccc(CN2CCC[C@]3(N[C@H](c4ccccc4)[C@@H]4C(=O)N(Cc5ccccc5)C(=O)[C@@H]43)C2=O)cc1 | 1%
COc1ccc(C(=O)NCc2cn3ccc(C)cc3n2)cc1 | -8%
CC(=O)c1ccc(NC(=O)Cn2nc(C(F)(F)F)c3c2CCC3)cc1 | -1%
COC(=O)c1ccc(CNC(=O)c2cc(S(=O)(=O)NCc3ccccc3)ccc2C)cc1 | -8%
O=C(CSc1nc2ccsc2c(=O)n1-c1ccc(Br)cc1)NCc1ccc(Cl)cc1 | 3%
COC(=O)c1cc(NC(=O)Cn2ncc3c([nH]c4ccccc43)c2=O)cc(C(=O)OC)c1 | 2%
Cc1ccc(NC(=O)CSc2nnc(CCC(=O)O)c(=O)[nH]2)cc1 | -8%
COc1ccc(CCNC(=O)C(=O)NCC2OCCN2S(=O)(=O)c2ccc(OC)cc2)cc1 (configuration not stated) | 0%
C[C@@H]1CN([C@@H](C)CO)C(=O)CCCn2nncc2CO[C@@H]1CN(C)C(=O)Nc1ccc(-c2cccs2)cc1 | 0%
CCCCSc1nc(N)c(NC(=O)c2ccco2)c(=O)[nH]1 | 7%

compound | aSyn yeast rescue
CC(=O)c1ccc(S(=O)(=O)Nc2ccc(N3CCOCC3)cc2)cc1 | 4%
COC(=O)c1ccccc1NC(=O)c1cc(CN2CCCC2)on1 | -12%
CCC(Cc1ccccc1)NC(=O)CCS(=O)(=O)c1cc2c(cc1Cl)NC(=O)CO2 (configuration not stated) | -3%
O=C(Nc1cccc(Cl)c1)N1Cc2ccccc2Oc2ncccc21 | -3%
CCOc1ccc(NC(=O)CN2CCN(CC(=O)Nc3ccccc3OCC)CC2)cc1 | -10%
COc1ccc(OC)c(S(=O)(=O)NCCc2sc(-c3cccnc3)nc2C)c1 | -5%
Cc1cccc(CC(=O)NC2CC(=O)N(c3ccc4c(c3)OCCO4)C2)c1 (configuration not stated) | -10%
CCc1cccc2c(C(=O)C(NCCOC)c3ccccc3)c[nH]c12 (configuration not stated) | -7%
O=C(c1ccc(N2C(=O)CCC2=O)cc1)N1CCCSC1=Nc1ccccc1 | -6%
COCCNC(=O)CCCN1C(=O)c2ccccc2Sc2ncccc21 | 6%
Cc1ccc(NC(=O)c2cccc3c2C(=O)N(C2CCCCC2)C3)c(C)c1 | 2%
Cc1cccc(NC(=O)CCNS(=O)(=O)c2cccc3nsnc23)c1C | -8%&0%
Cc1nc2c(-c3ccccc3)c(C)nn2c(C)c1CCC(=O)N1CCN(c2ccccc2)CC1 | ?
O=C(NCC(c1cccnc1)N1CCc2ccccc21)c1ccc(Cl)cc1 (configuration not stated) | 10%
NNC(=O)C(Cc1ccccc1)NC(=O)OCc1ccccc1 (configuration not stated) | -10%
COc1cc2c(cc1OC)C(COc1ccc3c(C)cc(=O)oc3c1)N(C(=O)c1ccc(C)cc1)CC2 (configuration not stated) | 2%
CN1C(=O)C(C)(C)c2cc(S(=O)(=O)N3CCCCCC3)ccc21 | 5%
CCc1ccc(NC(=O)Cn2c(=O)n(-c3ccccc3)c(=O)c3ccc(C(=O)NCc4ccc5c(c4)OCO5)cc32)cc1 | -6%
Cc1ccc(Oc2ccc(C(F)(F)F)cc2[N+](=O)[O-])c([N+](=O)[O-])n1 | 6%
CCCN(CCC)C(=O)c1cc2c(=O)n3cccc(C)c3nc2s1 | -25%
COc1ccc(CCn2c3c(c(=O)[nH]c2=O)C(NC(=O)c2ccccc2)(C(F)(F)F)C(=O)N3)cc1OC (configuration not stated) | 5%
O=c1[nH]c(/C(Cl)=C/c2cccc(F)c2)nc2cc(C(F)(F)F)ccc12 | 1%
Cc1ccc(CNC(=O)COCc2cc(-c3cccs3)on2)cc1 | -1%
CC(C)c1ccc(N(C(=O)c2snc(C(N)=O)c2N)C(C(=O)NC2CCCC2)c2ccncc2)cc1 (configuration not stated) | -38%[inhibitor]
COc1ccccc1NC(=O)CCN1CCCCC1 | 1%
Cc1ccc(CNC(=O)C2CCN(C(=O)Nc3ccc(C)cc3)CC2)cc1 | 1%
COCCNC(=O)c1ccc(C)cc1C | -1%
CCOC(=O)C1CCN(C(=O)c2cc3ccc4cccnc4c3[nH]2)CC1 | -5%
CCN1CCN(c2cc(C)c3cc(NC(=O)c4ccc(OC)c(OC)c4)ccc3n2)CC1 | 4%
COCC(C)NC(=O)C1CC(=O)N(CCc2ccc(F)cc2)C1 (configuration not stated) | -10%

compound | aSyn yeast rescue
Nc1nonc1C(=O)NCCNCc1cccc(Cl)c1Cl | 8%
Cc1ccccc1OCC(=O)Nc1nnc(S(=O)(=O)N(C)c2ccccc2)s1 | 1%
CC(C)c1ccc(NC(=O)CCNS(=O)(=O)c2cccc3nsnc23)cc1 | 6%
COC(=O)c1cc(C)nc2c1c(=O)nc(SCc1cccc(C)c1)n2C1CC1 | 1%
Cc1cccc(-c2noc(-c3cc(-c4ccc(F)cc4)n[nH]3)n2)c1 | -8%
C[C@H](CO)N1C[C@H](C)[C@@H](CN(C)S(=O)(=O)c2ccccc2C#N)OCc2cn(nn2)CCCC1=O | -4%
